HUVEC tox TNFa = HUVEC cytotoxicity counter-screen, TNF alpha stimulated; actives 0.17% (n = 93,000); HUVEC TNFalpha-stimulated, Hoechst cell count, imaging; cell count reduction, % at 2 µM;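 active means cell count reduction exceeding the screen mean by over 5 SD, scaled to untreated wells per plate, cut at about 78% in these data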;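 further: cells counted after 24 h of TNF alpha exposure following the 1 h pretreatment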
sEH inh = blocks human soluble epoxide hydrolase activity; recombinant human sEH enzymatic activity assay; AID 707; actives 0.34% (n = 91,000); inhibition, % at 2 µM; in the data active means inhibition above about 80%; further: values of inactives mirror those of a sister screen read the other way; many of its hits are not listed in these tables
PLK1 PBD inh = Plk1 (human) PBD binding inhibition | P53350 | Plk1 PBD phosphopeptide binding, fluorescence polarization | inhibition, %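 (tested at about 20 µM)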 | actives 0.13% (n = 97,000); in the data active means inhibition above about 34%, passing the limit was not always enough
hDAT+cocaine = human DAT dopamine uptake with cocaine, either direction. AID 449768. B-score at 10 µM. LLC-PK1 hDAT cells, [14C]-dopamine uptake with cocaine IC80; actives deviate in either direction. actives 1.3% (n = 110,000). Q01959;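 active means Z score or B-score, a plate-position-corrected score, falls beyond the plate's 99.7% confidence bounds, in either direction; inactive means both scores lie inside the 99.7% bounds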;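 further: scored against the spread of the other compound wells on the same plate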
Target sequence (Q01959 whole entry, looked up): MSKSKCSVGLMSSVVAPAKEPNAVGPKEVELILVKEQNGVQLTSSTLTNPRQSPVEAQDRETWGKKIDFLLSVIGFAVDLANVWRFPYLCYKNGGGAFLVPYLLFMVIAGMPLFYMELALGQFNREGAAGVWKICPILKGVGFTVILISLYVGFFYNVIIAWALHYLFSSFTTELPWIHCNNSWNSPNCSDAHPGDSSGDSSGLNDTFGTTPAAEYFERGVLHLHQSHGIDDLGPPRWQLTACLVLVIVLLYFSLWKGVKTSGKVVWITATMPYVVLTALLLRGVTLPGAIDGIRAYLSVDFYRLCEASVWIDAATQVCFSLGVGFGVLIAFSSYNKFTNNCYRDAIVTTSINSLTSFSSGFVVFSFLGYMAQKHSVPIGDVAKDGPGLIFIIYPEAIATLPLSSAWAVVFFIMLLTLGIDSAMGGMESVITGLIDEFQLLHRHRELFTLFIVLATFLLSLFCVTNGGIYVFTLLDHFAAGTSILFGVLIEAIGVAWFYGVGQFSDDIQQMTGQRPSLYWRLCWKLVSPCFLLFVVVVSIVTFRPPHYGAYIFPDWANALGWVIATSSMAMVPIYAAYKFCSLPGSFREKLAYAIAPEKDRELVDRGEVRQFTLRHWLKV
PLK1 inh = inhibitors of human PLK1 kinase | P53350 | recombinant PLK1 kinase, TR-FRET peptide phosphorylation | inhibition, % at 10 µM | actives 0.53% (n = 97,000);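 active means inhibition of 50% or more in the single-concentration screen; inactive means inhibition below 50%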;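 further: 0% = DMSO max control and 100% = H-89 dihydrochloride min control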
VCAM1 TNFa inh = reduces TNF alpha induced VCAM1 expression in HUVEC; inhibition, % at 2 µM; actives 0.48% (n = 95,000); HUVEC TNFa-induced VCAM-1 immunofluorescence, high-content imaging;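 active means inhibition above the batch mean plus 3 SD, with images confirmed as a hit by eye, cut at about 37% in these data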;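 further: 0% = TNF-stimulated DMSO wells and 100% = unstimulated control wells; not every result past the cut was called active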
cytoskel mod = alters cytoskeleton assembly in HUVEC cells | actives 0.18% (n = 91,000) | AID 836 | inhibition, % at 2 µM | HUVEC TNFa F-actin phalloidin imaging, high content;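 active means inhibition above the batch mean plus 3 SD and confirmed as a hit by visual image inspection, cut at about 30% in these data, passing the limit was not always enough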; further: strong numbers were not always called active
E coli WT exp = growth inhibitors of E. coli BW25113 wild type; OD600 absorbance; growth inhibition, % at 100 µM; actives 0.15% (n = 98,000); AID 710;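 active means growth inhibition above about 50% at one test dose, limit read from the data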;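 further: growth measured after 20 h incubation at 37 °C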
HUVEC tox IL1B = HUVEC cytotoxicity counter-screen, IL-1B stimulated | HUVEC cell count loss, Hoechst imaging | cell count reduction, % at 2 µM | actives 0.41% (n = 94,000);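 active means cell count reduction more than 3 SD above the screen-wide mean, cut at about 70% in these data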;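 further: normalized per plate to untreated control cells as the no-loss baseline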
Active calls of the source: *; . = not tested or not shown.

SMILES | HUVEC tox TNFa | sEH inh | PLK1 PBD inh | hDAT+cocaine | PLK1 inh | VCAM1 TNFa inh | cytoskel mod | E coli WT exp | HUVEC tox IL1B
Clc1ccc2c(c1)CCc1cccnc1C2=C1CCNCC1 | 4 | -1 | 4 | 0.2 | -4 | -1 | . | 9 | 16
CS(=O)(=O)N(CC(=O)NC1CCCCCC1)Cc1ccccc1 | 0 | 11 | -15 | -0.0077 | -7 | 18 | 6 | 5 | -15
CC(C)CCNC(=O)C(c1ccco1)N(C(=O)Cn1nnc2ccccc21)c1ccc2c(c1)OCO2 (stereo unspecified) | -13 | -19 | 4 | -0.42 | -2 | 6 | -9 | -3 | -18
CCOC(=O)N1CCN(C(=O)c2ccc3c(SCC(=O)O)c4c(nc3c2)CCC4)CC1 | -11 | 20 | -3 | -1.1 | -11 | 3 | -4 | 2 | -51
CCOc1ncccc1C(=O)OCCN1C(=O)c2ccccc2C1=O | -13 | . | -11 | -0.48 | 0 | 13 | 1 | -3 | -48
CCCCC(=O)Nc1cc(NC(=O)CC)ccc1Cl | -25 | -5 | -16 | -0.61 | -13 | 4 | 8 | -6 | 9
Cc1[nH]ccc(=O)c1OCc1c(Cl)cccc1Cl | -14 | 9 | 23 | -1 | -9 | 1 | 55 | -5 | -38
COc1cc(C(=O)NCc2cn3ccccc3n2)cc(OC)c1OC | -16 | 12 | -6 | 0.98 | 0 | -1 | -18 | . | -24
Cc1ccc2nc(-c3ccc(NC(=O)Cc4cccs4)cc3)[nH]c2c1 | -8 | -4 | -13 | 0.92 | -14 | 5 | 37 | -23 | 4
COc1ccc(-c2n[nH]c(C)c2-c2cc(OC)ccc2O)cc1 | 12 | -10 | 1 | -0.14 | -11 | -3 | -2 | 1 | 10
CCOC(=O)c1cc(NC(=O)N(C(C)C)C(C)C)c(C)nc1C | -22 | 2 | -11 | -0.2 | 0 | 8 | 10 | -3 | 15
COc1cccc(C2C(C#N)=C(N)OC3=C2C(=O)CC(c2ccco2)C3)c1OCc1ccc(F)cc1 (stereo unspecified) | 1 | . | -16 | 0.072 | -4 | 7 | 22 | -1 | 4
CCCCC(=O)Nc1nnn(CCC)n1 | -10 | -3 | -17 | -1.4 | -9 | 26 | 5 | -5 | -72
CCOC(=O)c1cnc(SCC(=O)Nc2cccc(OC)c2)nc1N | 1 | -2 | -37 | 0.69 | 4 | -2 | -16 | 7 | 24
Cc1nc2nc(C)c(CCC(=O)NCCC3=CCCCC3)c(C)n2n1 | -32 | 27 | -28 | 1.1 | -25 | -2 | -9 | -2 | -4
O=C1c2ccccc2C(=O)N1c1ccc(-c2nc3ccccc3o2)cc1 | -12 | . | 14 | -0.062 | -20 | 17 | -3 | -4 | -30
Cc1nn(C(C)(C)C)c(OC(=O)c2cccs2)c1S(=O)(=O)c1ccccc1 | -9 | 2 | 4 | 1.5 | 0 | 19 | 2 | -15 | -1
CCOC(=O)c1c(-c2ccccc2)oc2ccc(OC)cc12 | -16 | 5 | 6 | -0.8 | 0 | -10 | -3 | 2 | 4
O=C(O)COc1ccc(NC(=O)c2cccs2)cc1 | . | 12 | -11 | -0.16 | -3 | . | . | . | 7
CC1CCCN(C(=O)c2ccc(CNc3c(N4CCCCC4)c(=O)c3=O)cc2)C1 (stereo unspecified) | 24 | . | -3 | 0.72 | -14 | -13 | -4 | -2 | 2
O=C1NCCCc2c1no[n+]2[O-] | 6 | 11 | -10 | -0.13 | -13 | -3 | 7 | 3 | -137
COc1ccc(C2=[N+]([O-])C(C)(C)N(O)C2C)cc1 (stereo unspecified) | -14 | 0 | 19 | -1.7 | -10 | 7 | 0 | . | -45
COc1ccc(-c2cn3c(C)c(C(=O)N4CCN(c5ccc(F)cc5)CC4)sc3n2)cc1 | 2 | -13 | 17 | . | -17 | 18 | -11 | -7 | 13
CC(=O)Oc1ccc(-c2cccc(C(=O)NCC(=O)O)c2)cc1 | 4 | -11 | 9 | -0.93 | -13 | 2 | -12 | -11 | -6
CN(C)/C=C(/C#N)C(=O)c1cccc(Oc2ccc(C(C)(C)C)cc2)c1 | -4 | 7 | -22 | 0.24 | -6 | 4 | 0 | -6 | -43
Cc1cc2nc(C)n(CCCNC(=O)Nc3ccc(F)cc3)c2cc1C | 12 | 8 | 21 | 1.8 | -6 | 5 | -4 | 6 | -10
Cc1cccc(N2CCN(C(=O)C3CCN(S(=O)(=O)c4cccc5cccnc45)CC3)CC2C)c1 (stereo unspecified) | -22 | 12 | -25 | 0.59 | -7 | 10 | 3 | 2 | -1
Cc1cccc(C(=O)N2CCN(c3ccccn3)CC2)c1 | -21 | -2 | 7 | 0.93 | -16 | -27 | -6 | . | -21
CCOCCCNC(=O)c1ccc(OC)cc1 | 12 | -5 | -17 | -0.037 | -9 | 18 | -24 | 5 | 14
Cc1nc(SCC(=O)NCc2ccccc2)c2oc3ccccc3c2n1 | -5 | 5 | 10 | 0.051 | -5 | 15 | -8 | -11 | 19
Cc1ccc(CC(NC(=O)c2ccccc2)C(=O)N2CCCC2C(=O)O)cc1 (stereo unspecified) | -4 | 10 | 8 | -0.23 | -17 | 14 | 1 | -2 | -3
COC(=O)c1[nH]c2ccccc2c1NC(=O)CCN1CCSCC1 | -32 | -5 | -1 | -0.94 | -8 | 2 | 2 | 10 | -9
CCC(=O)N1CCc2cc(S(=O)(=O)CCC(=O)NCc3cccs3)ccc21 | -53 | 31 | 25 | 0.0095 | 7 | 19 | 35 | -3 | -29
CC(=O)c1cccc(NC(=O)N2CCCC2C(=O)Nc2cccc(C)c2C)c1 (stereo unspecified) | -13 | -2 | 16 | -1.2 | -7 | 24 | 8 | -6 | 1
O=C(NCc1ccc2c(c1)OCO2)C1CCCN1C(=O)Nc1cccc(Cl)c1 (stereo unspecified) | -32 | . | -6 | 0.13 | -15 | 15 | 16 | -1 | -12
COc1ccc(Nc2oc(-c3cccs3)nc2C#N)cc1 | -25 | 6 | 23 | -0.15 | -21 | 11 | -4 | -11 | -10
COC(=O)CCC(=O)NNC(=O)CCCOc1ccc(Cl)cc1Cl | -7 | 0 | -3 | -0.54 | -11 | 6 | . | 6 | 1
CCC(C)NC(=O)C(=O)NCc1ccncc1 (stereo unspecified) | 10 | -4 | -12 | -1.9 | 6 | 6 | -10 | -3 | 29
CCOC(=O)C1CCN(C(=O)c2cccc(NC(=O)C(CC)CC)c2)CC1 | 11 | -1 | -13 | 0.081 | -10 | -2 | -4 | 6 | 17
CCCc1nnc(SCC(=O)N2CCCCC2)n1CC1CCCO1 (stereo unspecified) | 19 | 11 | 20 | -0.036 | -7 | 16 | -46 | -2 | -1

Profiles as entered above. Order of screens: HUVEC tox TNFa	sEH inh	PLK1 PBD inh	hDAT+cocaine	PLK1 inh	VCAM1 TNFa inh	cytoskel mod	E coli WT exp	HUVEC tox IL1B
CCC(=O)N1CCc2cc(S(=O)(=O)CCC(=O)NCc3cccs3)ccc21 is entered as -53	31	25	0.0095	7	19	35	-3	-29
COc1ccc(Nc2oc(-c3cccs3)nc2C#N)cc1 is entered as -25	6	23	-0.15	-21	11	-4	-11	-10
CC(=O)c1cccc(NC(=O)N2CCCC2C(=O)Nc2cccc(C)c2C)c1 (stereo unspecified) is entered as -13	-2	16	-1.2	-7	24	8	-6	1
CCC(C)NC(=O)C(=O)NCc1ccncc1 (stereo unspecified) is entered as 10	-4	-12	-1.9	6	6	-10	-3	29

(next part)
SMILES | HUVEC tox TNFa | sEH inh | PLK1 PBD inh | hDAT+cocaine | PLK1 inh | VCAM1 TNFa inh | cytoskel mod | E coli WT exp | HUVEC tox IL1B
COc1ccc(OC)c(-c2cc(C(=O)N3CCN(c4ncccn4)CC3)c3ccccc3n2)c1 | -10 | -4 | 19 | 1.1 | 11 | 7 | -49 | -9 | -20
N#Cc1c(-c2ccco2)nc(SCC(=O)Nc2cccc(Cl)c2)[nH]c1=O | 20 | 4 | 10 | 2.2 | 24 | 4 | 36 | -8 | -7
N#CC(c1ccccc1)c1ccc(C(=O)c2ccc(F)cc2)cc1 (stereo unspecified) | -2 | -13 | -8 | 1.1 | -4 | 7 | 8 | -23 | .
Cc1ccccc1C(=O)Nc1ccccc1-n1cccc1 | -3 | 1 | -12 | -0.64 | -12 | -35 | -12 | 10 | 0
COCC(C)NCc1cccc(OC)c1OC (stereo unspecified) | 2 | 1 | 12 | -0.14 | -4 | -2 | 22 | -3 | -6
CCOc1ccccc1C(=O)N(Cc1ccco1)C1CCS(=O)(=O)C1 (stereo unspecified) | 5 | -20 | -7 | -0.9 | 10 | -27 | -45 | 6 | 1
CC(=O)/C(=N/Nc1cccc(C)c1)N1CCOCC1 | -28 | 3 | -8 | . | 12 | -1 | -15 | 4 | -14
O=C(Nn1cc(C(=O)N2CCN(c3ccccc3F)CC2)c2ccccc2c1=O)c1cnccn1 | -19 | 0 | -2 | . | -17 | -14 | -3 | 5 | -13
O=C(CSc1nc2ccccc2c(=O)n1NC(=O)Cc1ccccc1)NCc1ccccc1 | -20 | 5 | -20 | 0.54 | -3 | -4 | 11 | 4 | 5
C=CCNc1cnn(CC(C)=O)c(=O)c1Br | -1 | -4 | 1 | 0.51 | -13 | -6 | -6 | -2 | 4
CC(=O)/C(=N/Nc1ccccc1)N1CCOCC1 | 13 | -2 | -7 | -0.65 | -8 | 5 | -24 | -4 | -6
COCCNC(=O)c1ccccc1NC(=O)CN(c1ccc2c(c1)OCO2)S(C)(=O)=O | -11 | . | -1 | -1.7 | -16 | 17 | 3 | 4 | 0
Cc1noc(/C=C/N(C)C)c1S(=O)(=O)N1CCN(c2ccccc2)CC1 | . | . | 10 | -0.89 | 69* | . | . | -4 | .
O=C(OCC(=O)N1CCN(C(=O)COC(=O)c2ccncc2)CC1)c1ccncc1 | 6 | -2 | 14 | -0.68 | -11 | 24 | -45 | 3 | -14
CC(c1nnc(Sc2nnnn2-c2ccccc2)n1-c1ccc(F)cc1)N(C)C (stereo unspecified) | -28 | -3 | -6 | 0.12 | 0 | 14 | -12 | -13 | -7
Cc1ccc(S(=O)(=O)Nc2cc(Cl)c(O)cc2C)cc1 | -5 | 0 | -3 | -0.15 | 46 | 6 | -7 | 7 | .
Cc1ccc(NC(=O)c2nccnc2C(=O)O)cc1C | -7 | -4 | -4 | -0.73 | -11 | 17 | -2 | -5 | 10
C=CCOc1c(CNc2cccc(C(=O)O)c2)cccc1OCC | . | 5 | -3 | 1.2 | -6 | 1 | 6 | 0 | -12
CC12CC3(C)CC(C)(C1)CC(C(=O)NC(=S)N1CCOCC1)(C2)C3 | 0 | -2 | -26 | -0.86 | -9 | 5 | -12 | -10 | 2
COCCCNC(=O)CN(C1CCCCC1)S(=O)(=O)c1ccc(C)cc1 | -31 | -1 | -4 | 0.27 | 0 | -1 | -16 | -8 | -3
O=C(NCc1ccco1)C1CCCN(S(=O)(=O)c2ccc(Cl)cc2)C1 (stereo unspecified) | 8 | -8 | 19 | -1.1 | -16 | 2 | -4 | 1 | -20
CCOc1cc2c(C#N)c(N3CCNCC3)nc(N)c2c(N)n1 | -16 | 9 | -18 | -0.02 | -1 | -6 | 8 | -1 | -10
CCn1c(CNc2ccc(Cl)cc2)nnc1SCC(=O)NCc1ccccc1 | -18 | -3 | 4 | 0.0061 | -5 | -21 | -5 | 12 | -8
CC1CCC(C(C)C)C(OCC(O)CN2CCOCC2)C1 (stereo unspecified) | -1 | -3 | 13 | 1.4 | -8 | 6 | -11 | -7 | 1
CCCC(=O)Nc1ccc(NC(=O)CCc2ccccc2)cn1 | -2 | 1 | -11 | -0.086 | -4 | -6 | 23 | 2 | 1
CCSc1nc2c(c(=O)[nH]1)C(c1ccncc1)C(C(=O)OC(C)C)=C(C)N2 (stereo unspecified) | -50 | 5 | -6 | 1.2 | -18 | -34 | 2 | 2 | -20

Screens as filed in PubChem BioAssay.
